From PubChem
Bcl-B displacement: displacers of TR3 peptide from Bcl-B, primary screen, selectivity assay for Bfl-1 inhibitor project, biochemical, fluorescence polarization. FP displacement of FITC-TR3 peptide from Bcl-B; higher % means a stronger effect. one-dose displacement, % at 20 µM; IC50 in µM for titrated hits. actives 0.11% (n = 96,000);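 active = displacement above 50% at 20 µM plus a fluorescence interference ratio under 1.5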;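 note: plate controls were wells without compound for no effect and wells lacking Bcl-B protein for full effect; a part of the inactive calls stands beside numbers as strong as those of hits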
IL1B NFkB inh: blocks IL-1B driven NFkB nuclear translocation in HUVEC cells. inhibition, % at 2 µM. actives 0.43% (n = 94,000). HUVEC IL-1B NFkB p65 nuclear translocation imaging. AID 796;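 active = inhibition above about 30% together with a positive call from visual inspection of the well image, limit read from the data; inconclusive = inhibition above a set limit but visual check negative; inactive = inhibition not above a set limit, visual check negative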;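 note: nuclear over cytoplasmic p65 intensity ratio measured by imaging; 0% = IL-1B stimulated DMSO wells and 100% = unstimulated DMSO wells; values of inactives mirror those of a sister screen read the other way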
MRP reversal: compounds reversing MRP-mediated drug resistance; differential viability (reversal), % at 10 µM; H69AR cells + 2 uM doxorubicin, CellTiter-Glo, 72 h; actives 0.04% (n = 85,000); AID 602;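 active = viability drop by adding the cancer drug above about 55%, with treated viability meeting a 40% cutoff, limit read from the data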;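 note: viability without doxorubicin minus viability with 2 µM doxorubicin for each compound; larger differential means the compound sensitizes cells more to doxorubicin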
PLAP inhibitors HTS: PLAP enzyme inhibitors, biochemical, luminescence, HTS (AID 690); purified PLAP, luminescent substrate; higher % means a stronger effect; inhibition, % at 20 µM; hits with a dose series show IC50 in µM; actives 0.08% (n = 96,000); in the data active = a potency from the dose series; inactive = the rest, 99 in 100 with inhibition below about 30%; note: strong numbers were not always called active
IL1B NFkB pot: enhances IL-1B driven NFkB nuclear translocation; HUVEC IL-1B NFkB p65 nuclear translocation imaging; activation, % at 2 µM; actives 0.3% (n = 94,000);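 active = activation above 40%, about the mean plus 3 SD, also judged a hit on visual image review; inconclusive = activation above 40% but not a hit on visual review; inactive = activation not above 40% and no visual hit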;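 note: percent activation is computed from the nuclear over cytoplasmic p65 intensity ratio; values of inactives mirror those of a sister screen read the other way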
MRP reversal cytotoxicity: further read-out of MRP reversal, marked with its call; viability, %; H69AR cells, CellTiter-Glo, 72 h; measured here: cytotoxicity without doxorubicin
MRP reversal with doxorubicin: further read-out of MRP reversal, marked with its call; viability, %; measured here: viability with 2 uM doxorubicin; stronger effect = lower value
IL1B NFkB inh cell count 2 µM: second read-out of IL1B NFkB inh, no call of its own (marks repeat the call); cell count; measured here: cells passing quality filter;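 raw number of nuclei counted in each imaged well without normalization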
IL1B NFkB pot cell count 2 µM: further read-out of IL1B NFkB pot, marked with its call; cell count; measured here: cells passing quality filter
Numbers without * were called inactive; u = inconclusive; x = not tested or not shown. The list is partial, so the mix of outcomes need not match the whole.

Order of values: IL1B NFkB inh	PLAP inhibitors HTS	Bcl-B displacement	MRP reversal cytotoxicity	IL1B NFkB pot	IL1B NFkB pot cell count 2 µM	IL1B NFkB inh cell count 2 µM	MRP reversal with doxorubicin	MRP reversal
C=CCOc1c2ccc(C(=O)NCc3ccc(C)cc3)cc2nn1C
→ -3.2	-5.3%	3.5%	x	3.2	151	151	x	x
CCOC(=O)c1c(C(C)(C)C)oc2ccc(OCC#N)cc12
→ -15.9	-4.2%	-1.2%	60.5	15.9	196	196	70.8	-10.2
CN(C)c1cccc(-c2nnc(SCCCC#N)o2)c1
→ -0.1	9.0%	-4.6%	83.7	0.1	157	157	67.6	16.1
Cc1ccc(C2CC(C(F)(F)F)n3ncc(C(=O)NCc4ccco4)c3N2)cc1 (stereo not given)
→ -25.3	2.3%	4.4%	80.7	25.3	177	177	77.1	3.5
CCOC(=O)Cc1cnc(NC(=O)c2ccccc2)s1
→ -17.6	2.7%	0.7%	92.7	17.6	210	210	86.7	6.0
Cc1ccc(NC(=O)c2ccc(NCC3CCCO3)c([N+](=O)[O-])c2)cc1Cl (stereo not given)
→ 8.8	x	3.2%	x	-8.8	153	153	x	x
Cc1ccc(OCC(=O)N/N=C/c2cccn2C)cc1
→ -5.1	8.8%	-5.4%	103.0	5.1	166	166	105.0	-2.1
Cc1cccc(S(=O)(=O)C(C#N)c2nc3ccccc3nc2N2CC(C)OC(C)C2)c1 (stereo not given)
→ -11.7	-39.1%	-3.2%	70.1	11.7	157	157	83.2	-13.1
COCCn1c(SCC(=O)N(C(C)C)C(C)C)nnc1-c1cc2ccccc2cc1O
→ -52.1	-53.2%	-0.2%	99.2	u	x	152	107.7	-8.5
COc1cccc(N(C(=O)Cn2nnc(-c3cccs3)n2)C(C(=O)NC(C)C)c2ccc(C)o2)c1 (stereo not given)
→ -5.4	-11.9%	-3.1%	88.4	5.4	156	156	80.7	7.8
COc1cccc(-n2c(SCC(=O)N3CCCC3)nc3c([nH]c4ccccc43)c2=O)c1
→ -0.9	x	x	42.8	0.9	55	55	49.8	-6.9
CCOc1ccc(OCC)c(NC(=O)CN(C)S(=O)(=O)c2cnc[nH]2)c1
→ -6.1	-47.4%	-11.9%	91.3	6.1	207	207	87.5	3.8
COc1cc(S(=O)(=O)NCC2CCCO2)ccc1Br (stereo not given)
→ -22.8	24.5%	-5.3%	96.1	22.8	175	175	76.1	19.9
COc1ccc(/C(C)=C2\SC(=S)N(CCC(=O)O)C2=O)cc1
→ -5.5	8.2%	-2.5%	100.9	5.5	157	157	102.1	-1.3
CCC(C)c1ccccc1NC(=O)c1cccnc1 (stereo not given)
→ -10.9	22.7%	-18.2%	92.3	10.9	121	121	100.4	-8.1
COc1ccc(C(C)C)cc1S(=O)(=O)NCc1ccccn1
→ 1.1	-6.2%	-11.1%	90.1	-1.1	113	113	90.0	0.0
CCOC(=O)N1CCC(NC(=O)CN2C(=O)CSc3nc(C)cc(C)c32)CC1
→ -20.5	-1.6%	-12.2%	98.3	20.5	189	189	88.5	9.9
CC(NC(=O)c1ccncc1)C(c1cccs1)N1CCOCC1 (stereo not given)
→ 16.8	x	x	94.2	-16.8	84	84	87.6	6.7
CCOc1ccccc1NC1c2ccccc2C(=O)N1c1cccnc1 (stereo not given)
→ -13.7	15.4%	7.5%	90.8	13.7	202	202	76.1	14.7
Cc1cc(C(=O)Nc2cccc(C(=O)O)c2)oc1C
→ x	20.3%	-1.5%	92.5	x	x	x	87.8	4.6
O=C(NCCCCCCNC(=O)N1CCCCCC1)N1CCCCCC1
→ -2.5	-32.0%	1.5%	100.0	2.5	174	174	107.3	-7.3
Oc1ccc(N2CCN(C(=S)NCCc3ccccc3)CC2)cc1
→ -0.9	4.1%	-0.4%	x	0.9	161	161	x	x
CNC(=O)C1CC(=O)N(c2ccc(C)cc2)C1 (stereo not given)
→ -2.4	3.9%	1.0%	97.2	2.4	113	113	115.7	-18.4
COc1ccccc1NC(=O)C1C2CCCCC21 (stereo not given)
→ -4.2	9.8%	3.0%	102.1	4.2	201	201	97.7	4.3
Cc1ccc(-c2nnn(C(C)C(=O)N3c4ccccc4CCc4ccccc43)n2)cc1 (stereo not given)
→ -1.2	x	x	87.3	1.2	105	105	74.4	12.9
Cn1c(CNC(=O)c2ccccc2)nnc1SCC(=O)N1CCN(c2ccccc2)CC1
→ 7.9	x	x	94.2	-7.9	140	140	92.5	1.7
CC(Oc1ccc(Br)cc1)C(=O)N1CCc2ccccc21 (stereo not given)
→ -6.4	x	x	101.4	6.4	90	90	95.3	6.0
O=C(NCc1ccc(OC(F)(F)F)cc1)C12CN(Cc3ccccc3)CC1C(c1cccc([N+](=O)[O-])c1)=NO2 (stereo not given)
→ 5.7	-28.7%	0.2%	x	-5.7	191	191	x	x
COc1ccc(CCNC(=O)C2CCN(C(=O)NC3CCCCC3)CC2)cc1
→ 38.8*	x	x	82.4	-38.8	90	90*	84.5	-2.1
CC(C)CNC(=O)c1cc(-c2ccc(Br)cc2)on1
→ 0.4	2.7%	2.6%	97.5	-0.4	92	92	89.3	8.2

Three of the entries above in order of their number in PLAP inhibitors HTS, smallest number first.
SMILES	PLAP inhibitors HTS	Bcl-B displacement	IL1B NFkB pot	IL1B NFkB pot cell count 2 µM
O=C(NCc1ccc(OC(F)(F)F)cc1)C12CN(Cc3ccccc3)CC1C(c1cccc([N+](=O)[O-])c1)=NO2 (stereo not given)	-28.7%	0.2%	-5.7	191
CNC(=O)C1CC(=O)N(c2ccc(C)cc2)C1 (stereo not given)	3.9%	1.0%	2.4	113
Oc1ccc(N2CCN(C(=S)NCCc3ccccc3)CC2)cc1	4.1%	-0.4%	0.9	161

Going on with the list:
Order of values: IL1B NFkB inh	PLAP inhibitors HTS	Bcl-B displacement	MRP reversal cytotoxicity	IL1B NFkB pot	IL1B NFkB pot cell count 2 µM	IL1B NFkB inh cell count 2 µM	MRP reversal with doxorubicin	MRP reversal
CC(C)(C)n1nnnc1CN(Cc1cccnc1)Cc1ccccc1Cl
→ -6.3	-56.8%	-6.3%	59.8	6.3	65	65	35.7	24.2
Cc1cccc(CN2C(=O)N/C(=C/c3ccc(C)s3)C2=O)c1
→ 5.2	7.4%	-98.4%	x	-5.2	186	186	x	x
COc1cc2c3nnc(-c4ccc(F)cc4)c-3cn(Cc3ccc(F)cc3)c2cc1OC
→ -4.9	-66.7%	-72.3%	-0.4	4.9	185	185	0.6	-1.0
CC(=O)Nc1nc(COc2ccccc2)cs1
→ -9.2	9.1%	-13.9%	89.7	9.2	121	121	82.7	7.0
CCCCn1c(=S)[nH]c2ncccc2c1=O
→ 8.7	9.3%	11.6%	87.8	-8.7	200	200	51.4	36.4
COc1ccc(NC(=O)NC2CCN(C(C)C)CC2)c(OC)c1
→ -2.8	-5.3%	-17.0%	103.5	2.8	60	60	99.2	4.3
CC(SC(=S)N1CCOCC1)C(=O)O (stereo not given)
→ -33.2	-0.2%	9.7%	101.6	33.2	198	198	98.0	3.6
O=C(c1cccc(Cl)c1)N1CCN(C(=O)c2ccccc2F)CC1
→ -22.7	-17.6%	5.1%	98.8	22.7	134	134	80.5	18.3
CN1C(=O)C2(NCCc3c2[nH]c2ccccc32)c2ccccc21 (stereo not given)
→ 5.3	-38.3%	-0.9%	99.6	-5.3	154	154	79.2	20.4
CCOC(=O)N1CCN(C(=O)c2ccc(NC(=O)c3ccc(C)cc3)cc2)CC1
→ 2.3	-49.0%	-1.7%	84.5	-2.3	102	102	87.7	-3.2
CCOC(=O)C1=C(C)NC(C)=C(C(=O)OCC)C1c1nc2ccccc2[nH]1
→ -9.6	x	x	x	9.6	151	151	x	x
Cc1cc(C)c2c(=O)cc(C(F)F)oc2c1
→ -0.8	-10.3%	-11.4%	91.0	0.8	165	165	96.6	-5.6
CN1CCN(c2ccccc2NC(=O)Cc2ccc(Cl)cc2)CC1
→ 2.2	9.4%	-15.2%	83.2	-2.2	67	67	86.3	-3.1
O=C(O)c1sccc1S(=O)(=O)c1ccccc1
→ -1.0	-19.4%	-2.8%	80.3	1.0	95	95	83.6	-3.3
O=c1[nH]c2ccccc2c(=O)n1Cc1ccccc1
→ -16.2	10.0%	-5.3%	87.5	16.2	168	168	88.0	-0.5
Cc1cc(C)nc(NC(=O)c2cccc(Cl)c2)n1
→ 7.4	8.9%	-14.6%	93.8	-7.4	119	119	82.6	11.2
NC(=NC(=O)c1ccccc1)N1CCOCC1
→ -3.7	-5.2%	-0.4%	x	3.7	114	114	x	x
CNC(=O)c1sccc1SCc1c(Cl)cccc1Cl
→ 3.4	16.4%	-0.8%	76.1	-3.4	164	164	68.1	8.1
CC1CCc2c(C(=O)NCC3CCCO3)csc2C1 (stereo not given)
→ -5.7	-9.5%	0.4%	x	5.7	121	121	x	x
Cn1ccnc1SCC(=O)NC1CC1
→ -13.1	22.5%	12.2%	91.3	13.1	188	188	107.0	-15.7
NS(=O)(=O)c1ccc(CNC(=O)C23CC4CC(CC(C4)C2)C3)cc1
→ -24.9	-0.3%	8.2%	97.9	24.9	72	72	87.1	10.8
CC(C)CNS(=O)(=O)c1ccc(OCC(=O)NCC2CCCO2)c(Cl)c1 (stereo not given)
→ -20.1	x	x	106.9	20.1	135	135	84.7	22.2
COc1nc(C)nc(NC(=O)NS(=O)(=O)c2ccc(C)cc2)n1
→ -18.4	-1.6%	-3.8%	101.3	18.4	186	186	96.6	4.7
CC(C(=O)NCc1ccc2c(c1)OCO2)N1c2cccc3cccc(c23)S1(=O)=O (stereo not given)
→ -0.1	-17.1%	1.6%	86.8	0.1	93	93	81.5	5.3
Cc1cc2ncn(C3CC(=O)N(Cc4ccc(N5CCCC5=O)cc4)C3=O)c2cc1C (stereo not given)
→ 12.3	-30.3%	7.5%	x	-12.3	48	48	x	x
CCCCCn1c(N)c(C#N)c2nc3ccccc3nc21
→ 8.8	3.1%	-12.6%	91.3	-8.8	86	86	67.1	24.1
COc1ccc(OCCCSc2ncccn2)cc1
→ -25.1	-7.7%	-2.1%	103.6	25.1	205	205	96.3	7.3
Nc1nonc1/C(=N/O)N1CCCC1
→ -0.7	14.3%	-4.3%	x	0.7	191	191	x	x
N#Cc1nc(-c2ccc(Cl)cc2)oc1N1CCCCC1
→ -8.0	-4.0%	10.3%	100.7	8.0	109	109	91.4	9.2
CCOC(=O)CNC(=O)C1CCCN(c2ncccn2)C1 (stereo not given)
→ 8.1	12.2%	0.7%	96.1	-8.1	88	88	99.6	-3.5
CCOC(=O)N1CCC(NC(=O)c2ccc3c(c2)N(Cc2ccc(C)cc2)CCS3)CC1
→ -11.7	-23.8%	-1.9%	38.0	11.7	63	63	38.9	-1.0
O=C(Nc1ccccc1C(F)(F)F)c1ccc(F)c(S(=O)(=O)N2CCOCC2)c1
→ 1.6	-7.6%	-5.2%	92.0	-1.6	181	181	82.8	9.2
CCN(CC)CCn1c(=S)[nH]c2ccccc2c1=O
→ 9.7	16.6%	-6.5%	93.3	-9.7	144	144	107.9	-14.6
CCOc1ccc(NC(=S)N(Cc2ccc(N(C)C)cc2)Cc2ccco2)cc1
→ -7.7	-5.0%	8.7%	x	7.7	177	177	x	x
CC(=O)Nc1ccn(-c2ccccc2)n1
→ -4.9	x	x	100.0	4.9	116	116	86.7	13.3
O=C1CC(=C(c2ccccc2)c2ccccc2)C(=O)N1CCCCN1CCN(c2cccc(Cl)c2)CC1
→ -18.0	-39.5%	-6.0%	x	18.0	159	159	x	x
CCN(CC)C(=O)CN(c1ccc2c(c1)OCO2)S(C)(=O)=O
→ 1.0	6.5%	2.6%	96.5	-1.0	137	137	89.6	6.9
CCCN(CCC)CC(=O)Nc1cccc2c1OCO2
→ -10.4	4.9%	6.2%	92.8	10.4	186	186	77.9	14.8
